# Screens as filed in PubChem BioAssay.
# HIF activator: HIF pathway transcriptional activation. activation, % at 7.5 µM (by protocol). 300,000 compounds, 0.32% hits. AID 1910. U2OS HRE-luciferase reporter, luminescence; normalized: DMSO 0%, desferrioxamine 100%;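 active = mean activation of at least 10% of the iron chelator positive control signal, with at least half of replicates also reaching 10%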
# KLF5 inhibitor: suppresses KLF5 promoter-driven expression; inhibition, % at 5 µM; DLD-1 KLF5 promoter-luciferase reporter, luminescence; 290,000 compounds, 0.23% hits; AID 1700;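 active = inhibition above a per-plate limit of that plate's mean compound inhibition plus 3 SD, cut at about 60% in these data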;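 note: 0% = DMSO wells and 100% = LY294002 at 200 µM; higher means less KLF5 promoter-driven luciferase light; inactives centre near -14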
# TRPC6 inh: inhibitors of mouse TRPC6 channel. HEK293-TRPC6, membrane potential dye, ACh-evoked depolarization; hits give low values. B-score at 10 µM. 310,000 compounds, 1.1% hits;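 active = B-score under library mean minus 3 SD, initial fluorescence not abnormally high, positive integrated signal ratio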;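 note: B-score derived from integrated fluorescence ratio over the kinetic read; more negative B-score means stronger inhibition of depolarization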
# MrgX1 antag: blocks BAM8-22 activation of human MrgX1 receptor. B-score at 10 µM. 310,000 compounds, 1.3% hits. AID 588676. MRGX1-HEK293 calcium flux, Fluo-4, BAM8-22 antagonism; hits give low values. Q96LB2;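 active = calcium-response B-score plate-corrected more than 3 library SD below zero, starting fluorescence within 5 deviations, no agonist response on first addition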;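 note: peak minus trough fluorescence over baseline after final BAM8-22 challenge near maximal dose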
# TRPC6 activator: activates the mouse TRPC6 cation channel. Q61143. HEK293-TRPC6 membrane potential dye fluorescence; hits give high values. B-score at 10 µM. 310,000 compounds, 0.13% hits;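 active = B-score of the integrated fluorescence ratio above library mean plus 3 SD, and starting fluorescence ratio within library mean plus 5 SD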;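 note: higher score means more depolarization so channel activation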
# IEC-6 tox: kills IEC-6 intestinal cells in KLF5 counter-screen. IEC-6 cytotoxicity, luminescence viability. inhibition, % at 5 µM. 290,000 compounds, 0.78% hits. AID 1825; in the data active = inhibition above about 22%;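 note: 0% = plate median of test compound wells and 100% = cytotoxic reference compound wells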
# TRPC4 block: blocks the mouse TRPC4 cation channel; HEK293 TRPC4beta/mu-opioid, DAMGO-evoked Fluo4 calcium flux; hits give low values; B-score at 10 µM; AID 2247; 300,000 compounds, 0.39% hits; Q9QUQ5;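 active = B-score over 3 SD under the library average, no early fluorescence shift, positive overall ratio signal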
# Target sequence (Q9QUQ5 whole entry, looked up): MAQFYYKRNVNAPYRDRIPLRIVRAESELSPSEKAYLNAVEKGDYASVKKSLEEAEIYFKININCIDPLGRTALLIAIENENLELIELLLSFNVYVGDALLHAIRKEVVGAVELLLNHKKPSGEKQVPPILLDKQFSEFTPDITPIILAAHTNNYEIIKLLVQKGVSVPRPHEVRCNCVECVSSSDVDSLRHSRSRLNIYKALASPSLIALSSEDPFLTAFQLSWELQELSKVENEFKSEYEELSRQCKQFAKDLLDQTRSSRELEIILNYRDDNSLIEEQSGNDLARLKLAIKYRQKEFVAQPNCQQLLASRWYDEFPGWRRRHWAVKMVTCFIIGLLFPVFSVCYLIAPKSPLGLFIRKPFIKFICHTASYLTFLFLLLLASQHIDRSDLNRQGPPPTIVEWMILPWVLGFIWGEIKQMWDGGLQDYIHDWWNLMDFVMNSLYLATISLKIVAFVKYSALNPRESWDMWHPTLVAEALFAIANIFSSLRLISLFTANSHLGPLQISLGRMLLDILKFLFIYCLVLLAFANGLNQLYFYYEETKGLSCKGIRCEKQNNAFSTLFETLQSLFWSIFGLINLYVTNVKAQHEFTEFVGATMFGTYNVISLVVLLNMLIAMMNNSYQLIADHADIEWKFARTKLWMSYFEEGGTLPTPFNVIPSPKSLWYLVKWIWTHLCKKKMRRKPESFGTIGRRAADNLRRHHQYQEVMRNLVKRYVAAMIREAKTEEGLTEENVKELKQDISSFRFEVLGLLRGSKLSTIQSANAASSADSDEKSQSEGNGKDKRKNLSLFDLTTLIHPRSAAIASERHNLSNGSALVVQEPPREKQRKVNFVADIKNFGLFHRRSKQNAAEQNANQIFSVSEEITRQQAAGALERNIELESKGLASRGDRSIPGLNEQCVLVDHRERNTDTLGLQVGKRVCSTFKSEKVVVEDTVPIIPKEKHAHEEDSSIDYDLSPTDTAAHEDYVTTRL
#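 test system = HEK293 cells with stable TRPC4beta plus mu-opioid receptor expression | detection = Fluo4 Ca2+ flux fluorescence | read-out = integrated fluorescence ratio relative to baseline, converted to per-well B score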
# aSyn 5UTR inh: MLPCN primary screen, SNCA 5' untranslated region; alpha-synuclein 5'UTR reporter, inhibitor activity; inhibition, % (tested at 7.5 µM); 300,000 compounds, 0.82% hits; in the data active = inhibition above about 60%;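 note: H4 neuroglioblastoma cells stably carrying SNCA 5'UTR luciferase fusion; 0% = DMSO wells and 100% = positive control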
# SKKanGAS inh: inhibitors of SKKanGAS S. pyogenes growth in kanamycin (SK-promoter or general growth effect) | BacTiter-Glo, 6 h | inhibition, % at 7.5 µM | 300,000 compounds, 1.3% hits;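 active = mean replicate score, as percent of positive control median, at least 50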;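 note: strain carries kanamycin resistance gene driven by streptokinase promoter and grows in 40 µg/ml kanamycin; loss of luminescence reflects streptokinase promoter inhibition or plain growth inhibition; 0% = median of DMSO wells and 100% = positive control at its reference dose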
# TRPC4 agonist: activators of mouse TRPC4 channel; Q9QUQ5; HEK293 TRPC4beta/mu-opioid, Fluo4 calcium fluorescence; hits give high values; B-score at 10 µM; 310,000 compounds, 0.49% hits; AID 2237;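 active = B-score above 5 SD of library B-scores, and initial fluorescence ratio not above library mean plus 5 SD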;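 note: positive B-score marks a calcium rise read as TRPC4 activation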
#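 Material: HEK293 stable line with TRPC4beta plus mu-opioid receptor; technique: Fluo4 calcium-sensitive dye fluorescence, kinetic, 1 Hz baseline; timing: Fluo4 dye loading 45 min at room temperature, 110 s recording; controls: assay buffer as low control, maximal DAMGO as high control; read-out: integrated baseline-normalised fluorescence ratio, converted to per-well B score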
# TRPC4 PAM: TRPC4 (mouse) allosteric potentiation; 310,000 compounds, 0.42% hits; HEK293 TRPC4beta/mu-opioid, DAMGO EC20, Fluo-4 Ca2+ flux; hits give high values; B-score at 10 µM;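 active = B-score of calcium response area above 5 SD of library B-scores, with initial fluorescence ratio within 5 SD of library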;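 note: B-score of integrated fluorescence ratio over time as area under calcium response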
# Numbers without * were called inactive; i = inactive; . = not tested or not shown.
canonical_smiles,HIF activator,TRPC6 inh,KLF5 inhibitor,aSyn 5UTR inh,MrgX1 antag,TRPC4 block,IEC-6 tox,TRPC4 agonist,TRPC4 PAM,SKKanGAS inh,TRPC6 activator
Cn1ccc(C(=O)Nc2sc3c(c2C#N)CCC3)n1,0.2,i,-37,-54,i,i,-9,i,i,0,i
O=C(CSc1nc(Nc2ccccc2)nc(N2CCOCC2)n1)N1CCc2ccccc21,-0.5,i,-37,9,i,i,-2,i,i,26,i
CCn1cc(C(=O)Nc2ccc(-n3cnnn3)c(OC)c2)c(=O)c2ccc(C)nc21,.,i,-19,-13,.,i,4,i,i,-7,i
COCc1cc(C)n(CC(=O)Nc2ccc3c(c2)OCO3)c(=O)c1C#N,-0.3,i,-4,-12,i,i,2,i,i,-11,i
O=C(COC(=O)C1CCN(C(=O)c2ccc(Cl)cc2)CC1)c1ccco1,-0.2,i,-33,0,i,i,-6,i,i,5,i
CCOC(=O)N1CCN(S(=O)(=O)c2cc(OCC(N)=O)c(C)cc2Cl)CC1,-0.5,i,-14,13,i,i,1,i,i,-3,i
Cc1cccc(N2CCN(C(=O)Cc3ccc(-n4c(=O)[nH]c5ccsc5c4=O)cc3)CC2C)c1 (stereo unspecified),-2.2,i,14,6,i,i,3,i,i,9,i
CCCCS(=O)CC(O)COCC (stereo unspecified),0.3,i,-28,10,i,i,-6,i,i,-2,i
O=C(NCCc1csc(-c2cccnc2)n1)c1ccccc1,0.5,i,-56,-10,i,i,-2,i,i,-5,i
Cc1csc2ncnc(N3CCN(C(=S)Nc4ccc(F)cc4F)CC3)c12,0.4,i,1,8,i,i,-1,i,i,10,i
CCN(CC)C(=O)CSc1ncnc2sc(-c3ccccc3)cc12,1.7,i,-145,-168,i,i,-2,i,i,11,i
Fc1ccc(CN2C3=NCCCN3c3ccccc32)cc1,-0.6,i,-2,10,i,i,-7,i,i,3,i
CCOc1cc(NC(=O)C2CC2)c(OCC)cc1NC(=O)CCn1nnc2ccccc21,-0.1,i,-8,1,i,i,-6,i,i,-11,i
CCOC(=O)c1cnc2c(cnn2C)c1NCCCn1ccnc1,0.2,-7.5*,-10,-1,i,i,2,i,i,-5,i
Cc1c(NC(=O)c2ccc(-c3ccccc3)cc2)cccc1C(=O)O,-2.7,i,20,-85,i,i,3,i,i,5,i
COc1ccc(-n2nnnc2SCC(=O)c2cccc(OC)c2)cc1,.,i,3,5,-4.6*,i,2,i,i,-10,i
CC1CCCCN1C(=O)CSc1nnc2c(n1)[nH]c1ccccc12 (stereo unspecified),0.2,i,-31,-17,i,i,-5,i,i,29,i
COc1cc2c(cc1OC)C(NC(=O)C(F)(F)F)CNC2=O (stereo unspecified),0.9,i,-17,3,i,i,-4,i,i,6,i
CCOC(=O)C1CCN(CC(O)COc2ccc(C(C)(C)C)cc2)CC1 (stereo unspecified),-0.2,i,8,10,i,-6*,2,i,i,4,i
O=C(O)Cc1c(-c2ccccc2)c2cc(Br)ccc2[nH]c1=O,0.1,i,-14,13,i,i,8,i,i,-1,i
CC(C)Cc1nnc(NC(=O)CCc2ccccc2)s1,0.2,i,-32,-32,i,i,-3,i,i,3,i
O=c1cc(-c2ccc(Cl)cc2)oc(=O)[nH]1,-0.4,i,5,5,i,i,2,i,i,8,i
S=C1NCN(C2CCCCC2)CN1CCc1ccccc1,.,i,-5,.,i,i,0,i,i,-4,i
Clc1ccc(-c2cc(C3CCNCC3)[nH]n2)c(Cl)c1,1.4,i,-10,-40,i,i,8,i,i,7,i
CCc1nnc(NC(=O)CCC(=O)Nc2ccccc2)s1,-1.1,i,-28,-15,i,i,3,i,i,-3,i
CCN(c1ccccc1)S(=O)(=O)c1ccc(C(=O)N(CCN(C)C)c2nc3c(F)cc(F)cc3s2)cc1,0.4,i,-35,-26,i,i,1,i,i,0,i
Cc1cc(NC(=O)c2ccc3c(c2)C(=O)N(Cc2cccnc2)C3=O)no1,-0.3,i,-15,21,i,i,-6,i,i,-7,i
CC(OC(=O)CC1CC2CCC1C2)C(=O)Nc1cccc(S(=O)(=O)N2CCOCC2)c1 (stereo unspecified),-0.1,i,.,10,i,i,.,i,i,-11,i
O=C(CCN1C(=O)c2ccccc2C1=O)NC1=NCCS1,0.4,i,-18,10,i,i,-8,i,i,-4,i
Cc1ccc(C(=O)NC2c3ccccc3-c3ccccc32)cc1,-0.3,i,4,41,i,i,-8,i,i,-4,i
CCOC(=O)c1c(NC(=O)C2=C(C)NC(=S)NC2c2ccc(F)cc2F)sc(C)c1C (stereo unspecified),-0.2,i,-3,41,i,i,2,i,i,32,i
Cc1c(NC(=O)CSc2nnnn2C)c(=O)n(-c2ccccc2)n1C,0.3,i,-22,5,i,i,2,i,i,-1,i
CCCNC(=O)Cn1c(=O)oc2cc(S(=O)(=O)N3CC(C)CC(C)C3)ccc21 (stereo unspecified),-0.7,i,8,8,i,i,5,i,i,2,i
Cc1nc(Cl)c(C(=O)NCc2ccccc2)c(C)c1[N+](=O)[O-],-2.0,i,-12,3,i,i,-6,i,i,-2,i
CCOC(=O)C1(CCc2ccccc2)CCN(Cc2ccc(C(=O)OC)cc2)CC1,-51,i,-10,1,i,i,-10,i,i,-1,i
CCC(CC)NC(=O)Nc1ccc(F)cc1F,-0.2,i,1,-4,i,i,3,i,i,4,i
CCOC(=O)c1c(NC(=O)CCN2C(=O)c3ccccc3C2=O)sc(C(=O)OC(C)C)c1C,-0.3,i,16,40,i,i,-3,i,i,17,i
COc1ccc(-c2cc(C(=O)N3CCN(c4ncccn4)CC3)c3ccccc3n2)c(OC)c1,-0.5,i,0,18,i,i,13,i,i,8,i
CCc1ccc(OCC(=O)Nc2ccc(S(=O)(=O)Nc3cc(C)on3)cc2)c(Br)c1,0.2,i,-11,-7,i,i,-10,i,i,8,i
CC(C)N1C(=O)CCN(C=O)c2ccccc21,-0.8,i,-19,18,i,i,2,i,i,.,i
CCCNC(=O)c1cn(CC)c2cc(N3CCN(C(=O)c4ccco4)CC3)c(F)cc2c1=O,-0.9,i,-10,-1,i,i,4,i,i,1,i
O=C(NCCc1ccc(Cl)cc1)C(=O)c1c[nH]c2ccccc12,-2.6,i,-32,-3,i,i,3,i,i,-7,i
C/C(=N\Nc1nccnc1Cl)c1ccc(F)cc1,3.8,i,-62,-104,i,i,0,i,i,10,i
COc1ccc(CN=C2NC(=O)CC(C(=O)Nc3cc(C)cc(C)c3)S2)cc1 (stereo unspecified),0.9,i,6,5,i,i,-2,i,i,-4,i
Cc1ccsc1/C=N/NC(=O)c1ccc(-n2cccc2)cc1,2.0,i,-11,-52,i,i,-5,i,i,-30,i
COc1ccccc1C(=O)CSc1nccn1C,1.1,i,-59,-61,i,i,-6,i,i,-3,i
O=C(Nc1ccc(NS(=O)(=O)c2ccccc2)cc1)c1cccnc1,0.2,i,-12,15,i,i,-2,i,i,-1,i
Cc1ccc(C(=O)N/C(=C/c2ccco2)C(=O)Nc2cccc(C)c2)cc1,0.4,i,-15,2,i,i,3,i,i,-5,i
CCOc1cc(C(=O)Nc2cccc(OCC(=O)N3CCOCC3)c2)cc(OCC)c1OCC,-16,i,-23,8,i,i,4,i,i,-2,i
CCOC(=O)C1CCN(C(=O)c2[nH]c3ccc(OC)cc3c2C)CC1,0.5,i,-17,-8,i,i,5,i,i,-4,i
CCOc1ccc(CCNC(=O)COC(=O)CCC(=O)c2cccs2)cc1OCC,-0.6,i,-39,11,i,i,-4,i,i,-6,i
Cc1cnc(C(=O)Nc2nccs2)cn1,1.6,i,-52,-81,i,i,4,i,i,1,i

# As a short view, some entries already given:
canonical_smiles,HIF activator,TRPC6 inh,KLF5 inhibitor,aSyn 5UTR inh,MrgX1 antag,TRPC4 block,IEC-6 tox,TRPC4 agonist,TRPC4 PAM,SKKanGAS inh,TRPC6 activator
CCCNC(=O)Cn1c(=O)oc2cc(S(=O)(=O)N3CC(C)CC(C)C3)ccc21 (stereo unspecified),-0.7,i,8,8,i,i,5,i,i,2,i
Cc1nc(Cl)c(C(=O)NCc2ccccc2)c(C)c1[N+](=O)[O-],-2.0,i,-12,3,i,i,-6,i,i,-2,i
CCOC(=O)C1(CCc2ccccc2)CCN(Cc2ccc(C(=O)OC)cc2)CC1,-51,i,-10,1,i,i,-10,i,i,-1,i
CCC(CC)NC(=O)Nc1ccc(F)cc1F,-0.2,i,1,-4,i,i,3,i,i,4,i
CCOC(=O)c1c(NC(=O)CCN2C(=O)c3ccccc3C2=O)sc(C(=O)OC(C)C)c1C,-0.3,i,16,40,i,i,-3,i,i,17,i
COc1ccc(-c2cc(C(=O)N3CCN(c4ncccn4)CC3)c3ccccc3n2)c(OC)c1,-0.5,i,0,18,i,i,13,i,i,8,i
CCc1ccc(OCC(=O)Nc2ccc(S(=O)(=O)Nc3cc(C)on3)cc2)c(Br)c1,0.2,i,-11,-7,i,i,-10,i,i,8,i
CC(C)N1C(=O)CCN(C=O)c2ccccc21,-0.8,i,-19,18,i,i,2,i,i,.,i
CCCNC(=O)c1cn(CC)c2cc(N3CCN(C(=O)c4ccco4)CC3)c(F)cc2c1=O,-0.9,i,-10,-1,i,i,4,i,i,1,i
O=C(NCCc1ccc(Cl)cc1)C(=O)c1c[nH]c2ccccc12,-2.6,i,-32,-3,i,i,3,i,i,-7,i
C/C(=N\Nc1nccnc1Cl)c1ccc(F)cc1,3.8,i,-62,-104,i,i,0,i,i,10,i

# Rows are unselected. Share with any hit: about 5.8%.
